AMA1 RON2 block = disrupts binding of P. falciparum AMA1 to RON2; AID 720542; Potency, µM (doses to about 58.2 µM), without a hit: at the top dose activity change, negative = inhibition, most hits filed as inhibitors; hit rate 0.2% among 360,000; AlphaScreen AMA1-biotinylated RON2 peptide binding;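 further: potency means the concentration at half of the fitted maximal effect; 0% = vehicle wells and -100% = peptide control; nearly all actives have a fitted effect of over 45% in size; some results filed as inactive show a strong effect at the top dose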
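AMA1 (3D7) with his tag at 25 nM final met compounds first, then biotinylated RON2 peptide at 25 nM; detection used donor plus acceptor beads, 10 µg/mL apiece, read by AlphaScreen after 30 min at room temperature.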
HCMV antiviral = blocks human cytomegalovirus replication | hit rate 4.5% among 410,000 | HFF cells, HCMV-luciferase reporter, 72 h; active compounds read low | activity change, negative = inhibition, % at 57.5 µM; in the data active means activity change below about -60%; inconclusive means no clear call, values can overlap the other calls; inactive means above about -39%
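Two compound doses tested in HFFs infected with HCMV-luciferase, MOI 1 PFU/cell, 72 h at 37C. Lysate luminescence read with OneGlo; data normalized against buffer-only and 10uM Salinomycin inhibitor controls.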
AmpC inh no detg = blocks E. coli AmpC beta-lactamase in detergent-free assay | AmpC nitrocefin hydrolysis, absorbance 480 nm, 0.0001% Triton | Potency, µM (top dose mostly 57.1 µM), inactives show at the highest dose activity change, negative = inhibition, hits mostly inhibitors | hit rate 0.52% among 330,000 | AID 485341;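 further: potency means the concentration at half of the fitted maximal effect; plate controls were no compound for no effect and no enzyme for full effect; nearly all actives have a fitted effect of over 20% in size; some results filed as inactive show a strong effect at the top dose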
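20 mM phosphate pH 7.0 + 0.01% (detergent screen) or 0.0001% Triton X-100; 5.3 nM AmpC reagent; cpd preinc 15 min RT; nitrocefin (800 uM stock) to start; A480 q20 s × 4 min; Activity was normalised to no-enzyme and no-compound control wells.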
Sm TGR inh = blocks Schistosoma mansoni thioredoxin glutathione reductase. hit rate 3% among 360,000. Potency, µM (top dose mostly 114 µM), inactives show at the highest dose activity change, negative = inhibition, hits mostly inhibitors. purified TGR, DTNB reduction, TNB absorbance 405 nm; further: potency means the concentration at half of the fitted maximal effect; nearly all actives have a fitted effect of over 60% in size
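TGR 20 nM + NADPH 100 uM (dispensed conc.), cpd preinc 15 min RT; start with NADPH (500 uM addition) then DTNB (15 mM addition). Kinetic TNB absorbance, 405 nm filter. Four-parameter Hill fit across titration.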
AmpC inh detg = AmpC beta-lactamase inhibition with detergent present | AmpC hydrolysis of nitrocefin, absorbance 480 nm, 0.01% Triton | Potency, µM (highest dose often 114 µM), for inactives: top-dose activity change, negative = inhibition, most hits filed as inhibitors | P00811 | AID 485294 | hit rate 0.041% among 370,000;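 further: potency means the concentration at half of the fitted maximal effect; 0% = no-compound wells and -100% = no-enzyme wells; nearly all actives have a fitted effect of over 25% in size; some results filed as inactive show a strong effect at the top dose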
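20 mM phosphate pH 7.0 + 0.01% (detergent screen) or 0.0001% Triton X-100; 5.3 nM AmpC reagent; cpd preinc 15 min RT; nitrocefin (800 uM stock) to start; A480 q20 s × 4 min; Activity was normalised to no-enzyme and no-compound control wells.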
FBPA Giardia inh = Giardia lamblia aldolase inhibition; purified Giardia FBPA; Potency, µM (titrated, usually from 59.6 µM), for inactives: at the top dose activity, negative = inhibition, most hits filed as inhibitors; hit rate 0.71% among 290,000; further: potency means the concentration at half of the fitted maximal effect; nearly all actives have a fitted effect of over 55% in size
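Giardia FBPA (40 nM reagent) was preincubated 10 min at RT with compound (up to 57.5 uM final), then substrate plus GAPDH/TPI/NAD/arsenate coupling system with diaphorase/resazurin was added; resorufin fluorescence (525/598 nm) was read after 20 min.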
The depositor's hits bear a star; u = inconclusive; x = no result given; & = joins results of further samples; [ ] = remark or other dose. Unless noted, the call rests on the fitted dose curve; in most records, active means well fitted curve in the direction sought with a large enough effect; inconclusive means small, poorly fitted or top-dose-only effect, or another doubt; inactive means no such curve, though single readings can be large; an effect the other way counts as inactive or inconclusive. Unless noted, on the % scale 0 is the no-effect control and ±100 the full control effect.

Values run as follows: AMA1 RON2 block | HCMV antiviral | AmpC inh no detg | Sm TGR inh | AmpC inh detg | FBPA Giardia inh
> CC(=O)NC(CC(=O)OCC(=O)NCCc1ccccc1)c1ccccc1 (stereo unspecified)
  -6% | -11 | 13% | 0% | -1% | x
> CCOC(=O)Nc1ccc(S(=O)(=O)NC2CCCCC2)cc1
  7% | u | -3%[2.29 µM] | -4% | 2% | 6%
> CC(NC(=O)CN(C)CC(=O)Nc1ccc(Cl)c(C(F)(F)F)c1)c1ccccc1 (stereo unspecified)
  17% | -26 | u | 0% | u | x
> O=C1OC[C@@H]2CCCN2C(=O)[C@@H](CC(=O)N(CCO)Cc2ccccc2)C/C=C\C[C@H]1Cc1ccc(F)cc1
  3% | -9 | 307%[activator] | x | x | x
> O=C(CNC(=O)c1ccc(Oc2ccccc2)cc1)OC1CCCCC1=O (stereo unspecified)
  4% | 48 | 22% | -32% | 3% | -1%
> Cc1cccc(OCc2nnc(SCC(=O)N3CCCCC3)o2)c1
  6% | u | 4% | 4% | u | -4%
> CN1CCN(S(=O)(=O)c2cccc(C(=O)NC3CCCc4ccccc43)c2)CC1 (stereo unspecified)
  u | 39 | 89%[activator] | 4% | u | -3%
> COc1cccc(NC(=O)COC(=O)CCn2c(C)csc2=O)c1
  3% | -16 | -8% | -20% | u | x
> CCOC(=O)Cc1nnc2c(Nc3ccccc3F)nc3nonc3n12
  -5% | -24 | -39% | -6% | u | -3%
> COc1ccc(O)c(CN2CCC(n3nccc3NC(=O)C3CCCC3)CC2)c1
  8% | 14 | 16% | u | 6% | x
> CCOCC(=O)Nc1ccccc1C(=O)N1CCOCC1
  12% | -32 | -11% | -1% | -11% | 8%
> COc1ccccc1CNC(=O)CSc1nnc2c(n1)[nH]c1ccc(F)cc12
  -6% | -22 | -19% | 8% | 6% | -12%
> O=C(NNC(=O)c1cc(Cl)ccc1O)c1ccc(NS(=O)(=O)c2cccs2)cc1
  33%[activator] | -2 | -32% | 2% | u | x
> CCN1CCN(CNC(=O)c2cnccn2)CC1
  40%[activator] | u | -9% | 8% | -9% | 4%
> Cc1nc(-c2ccc(Cl)cc2)sc1C1(C)CC(c2ccc([N+](=O)[O-])cc2)=NO1 (stereo unspecified)
  1% | 5 | -29% | -18% | 3% | 8%
> Cc1cc(C)cc(N(C(=O)CNC(=O)c2ccco2)C(C(=O)NC2CCCCC2)c2ccncc2)c1 (stereo unspecified)
  0% | -21 | 35% | 7% | 1% | x
> COc1ccccc1Nc1c2c(nc3ccc(NC(=O)c4ccc(OC)c(OC)c4)cc13)CCCC2
  x | -99* | x | 0% | 11% | x
> CC1CCN(S(=O)(=O)c2cc(F)ccc2CN2C(=O)c3cccnc3C2=O)CC1
  8% | -19 | 42% | 5% | 1% | 4%
> CC1CCC(NC(=O)COC(=O)C2CC3CCCC(C2)C3=O)CC1 (stereo unspecified)
  13% | -30 | -1% | 5% | -10% | x
> CC(=O)c1cc2c(cc1NC(=O)CSc1nc3ccc(C)cc3[nH]1)OCO2
  9% | u | -16% | -20% | -2% | -3%
> CC(OC(=O)CCc1nc2ccccc2c(=O)[nH]1)C(=O)Nc1ccc2c(c1)OCO2 (stereo unspecified)
  -7% | 0 | -14% | -3% | 6% | 3%
> O=C1C2CCCN2c2ccc(S(=O)(=O)N3CCOCC3)cc2N1Cc1ccccc1F (stereo unspecified)
  -3% | x | 31% | -10% | -15% | 0%
> C=CCn1c(N)c(C(=O)NCc2ccco2)sc1=S
  -1% | -6 | -11% | -18% | -3% | -11%
> COc1ccc(NC(=O)CNc2ccccc2N2CCCC2=O)cc1S(=O)(=O)N1CCOCC1
  5%[11.6 µM] | -8 | -12% | -12% | -5% | x
> CCCc1ccc(O)c(N=Cc2cc(Br)cc(OCC)c2O)c1
  -6% | 16 | -23% | u | 0% | -6%
> CCN(C(=O)CSc1ncccc1C(=O)OC(C)C)c1cccc(C)c1
  0% | 52 | 83%[activator] | 5% | 8% | 10%
> CC(NC(=O)NC(=O)c1cccc(Cl)c1)c1ccccc1 (stereo unspecified)
  -3% | u | -19% | 4% | 4% | x
> COc1cccc(NC(=O)CN(C)C(=O)c2cc(-c3ccccc3)nn2-c2ccccc2)c1
  -18% | -26 | -18% | x | x | x
> CC1(C)Cc2ccccc2C2=NNC(=O)C2=N1
  20% | -102* | -13% | x | -2% | 4.5µM*
> O=C(O)c1ccc(O)c2ncccc12
  x | 54 | -10% | -10% | -5% | x

Among those listed so far, these contain a Cl atom:
Values run as follows: AMA1 RON2 block | HCMV antiviral | AmpC inh no detg | Sm TGR inh | AmpC inh detg | FBPA Giardia inh
> CC(NC(=O)CN(C)CC(=O)Nc1ccc(Cl)c(C(F)(F)F)c1)c1ccccc1 (stereo unspecified)
  17% | -26 | u | 0% | u | x
> O=C(NNC(=O)c1cc(Cl)ccc1O)c1ccc(NS(=O)(=O)c2cccs2)cc1
  33%[activator] | -2 | -32% | 2% | u | x
> Cc1nc(-c2ccc(Cl)cc2)sc1C1(C)CC(c2ccc([N+](=O)[O-])cc2)=NO1 (stereo unspecified)
  1% | 5 | -29% | -18% | 3% | 8%
> CC(NC(=O)NC(=O)c1cccc(Cl)c1)c1ccccc1 (stereo unspecified)
  -3% | u | -19% | 4% | 4% | x

Complete entries from above. Values in the order: AMA1 RON2 block	HCMV antiviral	AmpC inh no detg	Sm TGR inh	AmpC inh detg	FBPA Giardia inh
`CCCc1ccc(O)c(N=Cc2cc(Br)cc(OCC)c2O)c1` as listed: -6%	16	-23%	u	0%	-6%
`O=C(NNC(=O)c1cc(Cl)ccc1O)c1ccc(NS(=O)(=O)c2cccs2)cc1` as listed: 33%[activator]	-2	-32%	2%	u	x
`O=C(O)c1ccc(O)c2ncccc12` as listed: x	54	-10%	-10%	-5%	x

More records.
Values run as follows: AMA1 RON2 block | HCMV antiviral | AmpC inh no detg | Sm TGR inh | AmpC inh detg | FBPA Giardia inh
> CCOC(=O)c1ccc(N/C=C/C(=O)c2ccc(OC)c(OC)c2)cc1
  -3% | u | -8% | 6% | -8% | 1%
> CC(C(=O)O)c1cccc(C(=O)c2ccccc2)c1 (stereo unspecified)
  9% | -34 | -16%&-17% | -1%&3% | u | 13%&13%&16%&12%
> CC(C)(C)C(=O)Nc1ccc(C(=O)NCc2cccnc2)cc1
  4% | -33 | x | 0% | -6% | -1%
> O=C(CSc1nc2ccccc2nc1N1CCOCC1)N1CCN(c2ccccc2)CC1
  -18% | -16 | 109%[activator] | 3% | -14% | 4%
> Cc1cc(=O)[nH]c(N/N=C/c2ccccc2Cl)n1
  87%[activator] | 66 | -11% | 6% | 0% | -8%
> CCCc1nn(C(=O)c2ccccc2)c2c1C(=O)CC(C)(C)C2
  -1% | 19 | -15% | -22% | u | 4%
> COC(=O)c1cc(=O)nc2sc(-c3cccs3)nn12
  -1% | -2 | -13% | -2% | 4% | 1%
> COc1ccc(-c2noc(CN(C)C(=O)c3ccoc3C)n2)cc1
  -2% | 34 | 19% | -9% | -3% | 2%
> COc1ccc(Cl)cc1NC(=O)C(C)NC(c1ccccc1)c1ccccc1 (stereo unspecified)
  -7% | -28 | -10% | 4% | u | 0%
> COc1ccccc1-c1nnc(SCC(=O)Nc2ccccc2)o1
  -2% | 106 | 1% | -1% | -16% | 12%
> Cc1ccc(NC(=O)CCC(=O)NNC(=O)C(c2ccccc2)c2ccccc2)c(C)c1
  43%[activator] | 28 | -59% | 2% | -4% | 7%
> Cc1cc(N(C)C)c(C#N)c(NCc2ccccc2)n1
  19% | -31 | -14% | -19% | -10% | -4%
> CCc1ccc(-c2nc(CN3CCC(C(=O)N4CCN(c5ccccc5)CC4)CC3)c(C)o2)cc1
  1% | u | 168%[activator] | 1% | -1% | 12%
> Cc1csc(OCc2ccc(C#N)cc2)n1
  0% | 9 | -12% | -10% | u | 0%
> COc1ccc(NCc2cc3ccc(OC)cc3n(CC(=O)Nc3ccc(C)c(C)c3)c2=O)cc1
  x | 3 | x | -1% | -5% | x
> O=C1CC(N2CCN(c3ccccc3)CC2)C(=O)N1Cc1ccc(Cl)cc1 (stereo unspecified)
  4% | 83 | 67%[activator] | -22% | -9% | 5%
> O=[N+]([O-])c1ccc(N2CCOCC2)c2ccncc12
  -4% | -35 | -2%[11.4 µM] | -12% | -22% | -30%
> CCOC(=O)c1ccc(NC(=O)c2cc(F)c(F)cc2Cl)cc1
  6% | 0 | -36% | 1% | 0% | -4%
> CC(C)(C)N1C(=O)c2ccc(C(=O)NCc3ccco3)cc2C1=O
  -10% | -19 | -22% | 25µM* | 4% | 3%
> O=C(C[n+]1cc(-c2ccccc2)n2c1CCCCC2)c1ccc(Br)cc1
  -4% | -6 | 37% | x | -15% | 1%
> COc1cc2c(c(OC)c1OC)C(c1ccc(C)cc1)CC(=O)O2 (stereo unspecified)
  3% | 16 | 5% | x | x | -4%[89.2 µM]
> COC(=O)COc1c(Cl)cc(Cl)c2ccc(C)nc12
  4% | 9 | -7% | -27% | 1% | 2%
> O=C(NCc1ccc(OC(F)(F)F)cc1)C12CN(Cc3ccccc3)CC1C(c1cccc([N+](=O)[O-])c1)=NO2 (stereo unspecified)
  -14% | 31 | -20% | -2% | -1% | 7%
> COc1cc(OC)cc(-c2cc3ccccc3c(=O)o2)c1
  7% | 24 | -17% | x | x | x
> Cc1ccc(S(=O)(=O)Nc2cc(C)c(O)c(S(=O)(=O)c3ccc(C)cc3)c2)cc1
  -8% | -17 | -58% | 45µM* | 2% | 3%
> CCn1c(=O)c2cc(C(=O)Nc3cc(C)c(Cl)cc3OC)sc2c2ccccc21
  x | -106* | x | 40%[activator] | 13% | x
> CNS(=O)(=O)c1cccc(C(=O)OCCCOC(=O)c2cccc(S(=O)(=O)NC)c2)c1
  -5% | -17 | -16% | 4% | 4% | x
> COc1ccc(OC)c(N/C(C)=C/C(=O)c2ccc(C)o2)c1
  -2% | -8 | -19% | -1% | u | -17%
> CCCOc1ccc(CN(C)c2ncnc(N)n2)cc1
  -3% | 19 | -16% | 1% | u | 1%
> COc1ccccc1NC(=O)CSc1nnc(-c2ccoc2C)o1
  9% | 19 | -36% | -14% | -3% | x
> CC(=O)c1ccc(NC(=O)C(C)OC(=O)C2CC(=O)N(c3ccc4c(c3)OCCO4)C2)cc1 (stereo unspecified)
  0% | -1 | 0% | -5% | -5% | 12%
> Cc1ccc(/C=N/n2c(-c3ccccc3)n[nH]c2=S)cc1
  95%[activator] | -21 | -30% | 9% | 0% | 23%

Just HCMV antiviral, AmpC inh detg and AmpC inh no detg, for 5 of the compounds above:
canonical_smiles	HCMV antiviral	AmpC inh detg	AmpC inh no detg
CC(C(=O)O)c1cccc(C(=O)c2ccccc2)c1 (stereo unspecified)	-34	u	-16%&-17%
CC(C)(C)C(=O)Nc1ccc(C(=O)NCc2cccnc2)cc1	-33	-6%	x
O=C(CSc1nc2ccccc2nc1N1CCOCC1)N1CCN(c2ccccc2)CC1	-16	-14%	109%[activator]
Cc1cc(=O)[nH]c(N/N=C/c2ccccc2Cl)n1	66	0%	-11%
CCCc1nn(C(=O)c2ccccc2)c2c1C(=O)CC(C)(C)C2	19	u	-15%
